KKLEB tox: cytotoxicity in KKLEB CF airway cells, primary screen, cytotoxicity control for CF NF-kB inhibitor project, cell-based, uHTS, fluorescence assay plates. KKLEB CF airway cells viability, ATPlite luminescence, overnight; active compounds read low; cells stimulated with P. aeruginosa culture filtrate. activity change (cytotoxicity), % at 5 µM. hit rate 0.36% among 360,000;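 active means corrected activity change at or below -50% at 5 µM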
NR2F2 inh: NR2F2 transcriptional activity inhibitors, primary screen, cell-based, luciferase reporter, HEK293T, luminescence | COUP transcription factor 2 (Homo sapiens), P24468 | HEK293T NGFI-A luciferase reporter | inhibition, % at 8.6 µM | hit rate 0.7% among 370,000 | AID 686940, 2013;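 active means inhibition above a per-plate cutoff, mean inhibition of test wells between control levels plus 3 SD, cut at about 38% in these data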;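 further: cells cotransfected with COUP-TFII expression vector driving the NGFI-A reporter; 0% = median of COUP-TF2 test wells and 100% = reporter-only cells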
TROY signal inh: inhibitors of TROY-driven NF-kB signaling, primary screen, Q293 LMP1-TROYcd cells, NF-kB luciferase, uHTS. Q293 LMP1-TROYcd NF-kB luciferase reporter, 4 h. inhibition, % at 10 µM. hit rate 0.98% among 360,000;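 active means compounds whose plate-normalised and pattern-corrected inhibition of the luciferase reporter signal at the single screening dose is 50% or more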
NCOA3 inh: SRC3 coactivator transcriptional activity inhibitors, primary screen, cell-based, luminescence; Nuclear receptor coactivator 3 (Homo sapiens), Q9Y6Q9; HEK293 GAL4-SRC3 luciferase reporter; inhibition, % at 3.6 µM; hit rate 0.17% among 360,000; AID 588352, 2011;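 active means inhibition above a per-campaign cutoff, the mean of all compounds plus 3 SD, cut at about 60% in these data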;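 further: 0% = DMSO-treated cells and 100% = gossypol-treated cells at 36 µM; higher means less SRC3-driven luciferase light from the GAL4 reporter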
LMP1 NFkB inh: EBV LMP1-driven NF-kappaB luciferase reporter inhibitors, primary screen, cell-based, luminescence, single point | hit rate 0.69% among 350,000 | inhibition, % at 12.5 µM | LMP1-induced NF-kappaB luciferase reporter cells; in the data active means inhibition above about 41%;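 further: 0% = neutral control wells and 100% = reference inhibitor control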
Shn3 3UTR inh: reduction of Shn3 3'UTR firefly luciferase signal, primary screen, Schnurri-3 inhibitor project, cell-based, Clone20 osteoblasts, set 2; Clone20 osteoblast Shn3 3'UTR firefly luciferase, 24 h; inhibition, % at 12.5 µM; hit rate 0.52% among 360,000; AID 588674, 2011;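 active means mean inhibition of at least 75% with every replicate also reaching 75%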;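 further: 0% = median of neutral control wells and 100% = pilot-screen positive control compound; some compounds past the cut are filed as inactive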
CF NFkB inh: inhibitors of PAF-induced NF-kB signaling, primary screen, cell-based, GFP fluorescence, uHTS | KKLEB NF-kB-GFP reporter, GFP fluorescence overnight | inhibition, % at 5 µM | hit rate 0.86% among 360,000;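 active means at least 50% inhibition at 5 µM, scaled per plate between neutral and stimulator controls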;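 further: PAF is a Pseudomonas aeruginosa culture filtrate used as stimulus; plate controls were PAF-stimulated DMSO wells for no effect and unstimulated DMSO wells for full effect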
LRH-1 inv ag: LRH-1 (NR5A2) inverse agonists, primary screen, cell-based, luminescence, HEK293T, StAR-luciferase reporter; inhibition, % at 3.6 µM; hit rate 0.13% among 360,000; AID 602396, 2012; Nuclear receptor subfamily 5 group A member 2 (Homo sapiens), O00482; LRH-1 transfected, 24 h;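 active means inhibition above the mean inhibition of all tested compounds plus 3 SD, cut at about 73% in these data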;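 further: 0% = DMSO wells and 100% = reporter-only cells lacking LRH-1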
SRC1 inh: SRC1 coactivator transcriptional activity inhibitors, primary screen, cell-based, luminescence. Nuclear receptor coactivator 1 (Homo sapiens), Q15788. HEK293 GAL4-SRC1 luciferase reporter. inhibition, % at 3.6 µM. hit rate 0.12% among 360,000;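 active means inhibition above the campaign mean plus 3 SD, with each screening campaign given its own cutoff, cut at about 60% in these data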;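 further: 0% = DMSO treated cells and 100% = gossypol at 36 µM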
Target sequence (Q15788 whole entry, looked up, the tested form may be a part): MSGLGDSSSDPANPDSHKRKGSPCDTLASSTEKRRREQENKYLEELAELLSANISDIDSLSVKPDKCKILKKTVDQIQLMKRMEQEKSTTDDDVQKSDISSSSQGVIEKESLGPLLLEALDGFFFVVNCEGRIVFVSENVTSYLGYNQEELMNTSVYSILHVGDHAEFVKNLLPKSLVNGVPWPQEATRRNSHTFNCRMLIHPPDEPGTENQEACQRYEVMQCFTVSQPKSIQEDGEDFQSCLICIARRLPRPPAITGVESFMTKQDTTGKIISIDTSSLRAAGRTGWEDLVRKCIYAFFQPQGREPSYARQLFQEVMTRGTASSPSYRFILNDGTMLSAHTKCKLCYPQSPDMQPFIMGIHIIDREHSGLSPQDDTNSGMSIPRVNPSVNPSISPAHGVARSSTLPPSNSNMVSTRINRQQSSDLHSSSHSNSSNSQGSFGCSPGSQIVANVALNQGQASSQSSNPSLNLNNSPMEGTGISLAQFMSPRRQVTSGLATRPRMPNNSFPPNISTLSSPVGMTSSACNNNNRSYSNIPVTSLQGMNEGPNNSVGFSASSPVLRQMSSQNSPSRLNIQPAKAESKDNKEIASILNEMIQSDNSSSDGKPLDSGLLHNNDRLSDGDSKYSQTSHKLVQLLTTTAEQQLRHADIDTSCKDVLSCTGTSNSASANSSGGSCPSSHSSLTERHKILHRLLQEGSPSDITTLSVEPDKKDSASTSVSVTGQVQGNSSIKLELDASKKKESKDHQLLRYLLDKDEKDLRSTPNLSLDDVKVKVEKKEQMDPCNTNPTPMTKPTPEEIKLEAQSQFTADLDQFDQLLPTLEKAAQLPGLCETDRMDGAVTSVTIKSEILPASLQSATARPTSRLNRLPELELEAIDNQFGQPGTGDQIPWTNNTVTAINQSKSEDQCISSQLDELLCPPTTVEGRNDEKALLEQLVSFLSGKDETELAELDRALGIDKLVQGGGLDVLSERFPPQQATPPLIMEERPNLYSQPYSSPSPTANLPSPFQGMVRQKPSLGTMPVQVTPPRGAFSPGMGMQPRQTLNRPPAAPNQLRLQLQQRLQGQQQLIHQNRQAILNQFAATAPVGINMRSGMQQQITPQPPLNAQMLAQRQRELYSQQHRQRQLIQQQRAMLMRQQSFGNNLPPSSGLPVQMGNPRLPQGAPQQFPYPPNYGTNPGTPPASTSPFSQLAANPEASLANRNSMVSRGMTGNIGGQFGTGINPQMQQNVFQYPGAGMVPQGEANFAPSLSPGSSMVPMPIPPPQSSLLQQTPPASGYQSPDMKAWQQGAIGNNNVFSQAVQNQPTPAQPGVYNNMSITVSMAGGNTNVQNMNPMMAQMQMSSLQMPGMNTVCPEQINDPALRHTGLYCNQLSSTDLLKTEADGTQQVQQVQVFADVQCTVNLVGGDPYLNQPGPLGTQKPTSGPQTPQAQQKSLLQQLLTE
TWEAK-Fn14 inh: inhibitors of TWEAK-Fn14 signaling, primary screen, luciferase reporter cells, uHTS; hit rate 2% among 360,000; TWEAK-stimulated Fn14 reporter cells, luciferase luminescence, 8 h; inhibition, % at 10 µM; AID 1159606, 2016; in the data active means inhibition above about 50%
TRAIL sens C8: viability loss with TRAIL in NB7+C8 cells, primary screen, TRAIL sensitizer project, cell-based, ATPlite luminescence; hit rate 1% among 360,000; AID 624354, 2012; inhibition (viability loss, TRAIL sensitization), % at 10 µM;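 active means compounds causing at least 50% loss of cell viability in the single-dose screen, relative to plate controls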
* = called active by the depositor; / = no result given.

SMILES	KKLEB tox	NR2F2 inh	TROY signal inh	NCOA3 inh	LMP1 NFkB inh	Shn3 3UTR inh	CF NFkB inh	LRH-1 inv ag	SRC1 inh	TWEAK-Fn14 inh	TRAIL sens C8
COc1ccc2nc(C)cc(N3CC(C)OC(C)C3)c2c1 (stereo not drawn)	-3	-8	-6	1	-2	0	2	12	6	-9	29
CCOC(=O)c1sc(N)c(C#N)c1COC(=O)C1=COCCO1	3	12	-11	8	0	-3	-9	15	-3	6	-14
CCCNC(=O)C1(C)CCCN(CC(=O)c2ccc3c(c2)OCCO3)C1 (stereo not drawn)	2	4	0	9	/	25	-30	4	3	11	-9
Nc1nc(SCC(=O)Nc2ccc3c(c2)CCC3)n[nH]1	4	14	-28	24	-3	-8	-8	1	-3	15	-1
CC1CCCN(S(=O)(=O)c2cc3c4c(c2)C(C)C(=O)N4CCC3)C1 (stereo not drawn)	-7	-12	-12	4	69*	1	-14	0	-17	-8	5
Oc1c(Br)cc(Br)cc1C=NCc1ccc(F)cc1	20	-5	5	13	-3	5	26	-5	0	22	-8
Nc1ccc(C(=O)N/N=C/c2cccc(Oc3ccccc3)c2)cc1	3	-3	-37	-20	-1	1	-16	1	-9	-7	26
CC1CCCN(C(=O)CCNC(=O)Cn2cnc3ccccc3c2=O)C1 (stereo not drawn)	1	-4	-10	-5	-7	-1	7	0	1	9	-12
c1ccc(OCc2cc(-c3ccccc3)no2)cc1	2	-35	-11	-67	-34	-63	-5	-64	-45	-31	8
O=C(CNC(=O)OCc1ccccc1)NCC(=O)NC(Cc1c[nH]c2ccccc12)C(=O)O (stereo not drawn)	-7	10	51*	-13	/	11	2	15	-21	-1	-1
Cc1ncc([N+](=O)[O-])n1CCOC(=O)c1ccc(Br)cc1	-5	-9	14	1	-1	4	16	2	-8	-1	1
O=C(c1n[nH]c2ccccc12)N1CCN(S(=O)(=O)c2ccc(Cl)cc2)CC1	-2	8	-12	-13	-2	6	-8	3	-29	-6	4
COc1cccc(-c2cc(C(=O)N/N=C/c3cccc(OC)c3OC)c3ccccc3n2)c1	-3	-20	-5	-14	9	-13	8	10	-13	-12	9
CCn1c(SCC(N)=O)nnc1-c1ccc2c(c1)OCO2	-2	9	5	-8	-8	14	-12	4	-38	10	-6
CCNC(=S)N1CCN(c2ccc([N+](=O)[O-])cc2)CC1	4	-3	16	-17	7	17	-12	5	-12	5	4
CCc1nc(SCC(=O)Nc2ccc(Br)cn2)n[nH]1	5	7	6	3	2	16	-22	20	5	12	-5
Cc1c(Cl)cccc1Nc1nc(N)nc(CSc2ncccn2)n1	-5	-43	-5	-69	-5	-64	-11	-64	-40	-12	91*
CC(=O)OCC1=C(C(=O)O)N2C(=O)C(NC(=O)Cn3nc(C(F)F)c(Cl)c3C)C2SC1 (stereo not drawn)	2	16	13	22	-9	47	-3	0	-28	3	-4
O=C(CN1C(=O)COc2ccc(S(=O)(=O)N3CCCC3)cc21)Nc1cccc(F)c1	-9	-9	4	6	-11	15	15	-19	-29	2	-1
Cc1ccc(S(=O)(=O)NCCC(=O)Nc2nnc(C)s2)cc1	0	-13	-6	14	23	4	2	2	3	-23	5
CC(C)c1cccc(-c2ccc3c(c2)S(=O)(=O)c2cccc(C(=O)NCc4ccccc4Cl)c2C3=O)c1	-38	/	1	-10	-19	37	41	-11	5	-81	68*
COc1cccc(S(=O)(=O)NCC(=O)Nc2ccc(C(C)(C)C)cc2)c1	9	14	19	22	-6	9	-8	-23	-4	12	-9
CCn1nccc1C(=O)Nc1ccc(Cl)cc1Cl	-9	-22	4	9	-20	2	17	-43	-34	55*	-1
COc1ccc(C(=O)NC2CCCc3ccccc32)cc1OC1CCN(C(C)=O)CC1 (stereo not drawn)	6	0	-7	8	7	-7	-9	4	14	-8	0
CC(=O)N[C@H](Cc1c[nH]c2ccccc12)C(=O)O	-4	22	10	2	3	3	-5	13	0	-7	-11
Following part:
SMILES	KKLEB tox	NR2F2 inh	TROY signal inh	NCOA3 inh	LMP1 NFkB inh	Shn3 3UTR inh	CF NFkB inh	LRH-1 inv ag	SRC1 inh	TWEAK-Fn14 inh	TRAIL sens C8
CC(Cc1c[nH]c2ccccc12)C(=O)O (stereo not drawn)	-3	0	8	-9	3	20	23	3	2	3	8
CCOc1ccc(C=NCC(O)c2ccccc2)cc1 (stereo not drawn)	1	2	-8	-14	6	12	-7	3	1	-3	-16
COc1ccc(Cl)cc1C(=O)Nc1ccccc1N1CCN(C(=O)C(C)C)CC1	-17	17	-7	2	-6	16	-12	5	-2	6	3
O=C(O)C1C2CCC(O2)C1C(=O)Nc1ccccc1Br (stereo not drawn)	13	9	17	-21	9	-7	-41	-4	2	-7	-18
COc1ccc(OC)c(S(=O)(=O)NCc2cccnc2)c1	-2	-4	-23	-12	-8	-23	1	37	-30	-4	1
CC1CCN(C2CCN(S(=O)(=O)c3ccc(F)cc3)CC2)CC1	3	-9	-13	-12	-7	-1	-2	8	-13	-7	6
O=C(Nc1ccc2c(c1)OCO2)c1cc(C2CCCCN2C(=O)c2ccc(Cl)cc2)on1 (stereo not drawn)	-25	5	-8	0	/	-7	6	7	-23	-23	-1
O=C(Nc1ccccn1)c1ccc(Cl)s1	-6	-31	-31	-72	-17	-90	8	-97	-51	-25	-8
CC1CCC(NC(=O)c2cc(S(=O)(=O)N(C)C)ccc2N2CCCC2)CC1 (stereo not drawn)	-8	18	28	-17	-4	-9	-14	-6	-54	4	-30
CCn1nnc(-c2ccccc2NC(=O)c2cnccn2)n1	4	-2	-3	13	4	11	-6	2	-6	-4	-4
Cc1occc1-c1nnc(SCC(=O)c2c[nH]c3ccccc23)n1C	8	9	1	-26	-6	4	-16	11	-12	1	11
CN1CCN(CC(=O)Nc2cccc([N+](=O)[O-])c2)CC1	6	1	-6	19	-1	-5	-15	10	-12	-7	-9
COCCNC(=O)CCC(=O)NNc1nc2ccccc2c2nc(C)nn12	2	13	-2	13	8	14	7	-1	2	6	3
COc1ccccc1N1CCN(C(c2cccs2)C(C)NC(=O)c2ccncc2)CC1 (stereo not drawn)	0	-3	22	18	0	9	-12	14	-4	9	-5
O=C1CCC([N+](=O)[O-])C(c2cccc(Br)c2)N1 (stereo not drawn)	-6	-10	-4	15	-4	-1	0	-3	-21	-7	0
Cc1cc(C)n2nc(N)c(N=Nc3ccccc3)c2n1	-15	-30	-28	-11	-3	-33	-11	-17	-14	2	-11
CCCCc1cc(=O)oc2cc(OC(C)C(=O)NCCN3CCOCC3)ccc12 (stereo not drawn)	-18	-3	-2	-3	1	-6	15	11	18	-14	4
COCCCN(C(=O)Nc1ccc(C)c(C)c1)C(C)c1ccccn1 (stereo not drawn)	2	-7	-33	-12	6	7	9	11	6	-7	-13
Cc1cc(C(=O)COc2ccccc2Cl)c(C)n1C1CC1	7	-25	-43	-37	-28	-44	4	-45	-36	-11	-2
CSc1ccccc1NC(=O)C(=O)c1c[nH]c2ccccc12	6	-18	-34	-61	-36	-67	-14	-30	-52	-7	-20
Cc1ccc(Nc2ncnc3c2nnn3Cc2ccccc2)cc1	-9	-1	-30	-27	/	-17	2	3	-26	11	-10
CC(NC(=O)C(=O)N1CCOCC1)C(c1cccs1)N1CCN(c2ccccc2F)CC1 (stereo not drawn)	12	6	7	4	11	-10	8	-3	8	-11	-11
O=C(O)COc1ccccc1C(Nc1ccccn1)c1cc(Cl)c2cccnc2c1O (stereo not drawn)	-5	-25	-16	-3	-8	-7	-5	2	14	6	14
CCCCn1c(SCC(=O)NNC(=O)c2ccccc2)n[nH]c1=O	0	-8	6	5	-6	3	8	5	-19	3	12
COc1cc(OC)cc(N(C(=O)c2ccco2)C(C(=O)NC2CCCC2)c2ccc(N3CCOCC3)cc2)c1 (stereo not drawn)	-6	23	-5	-31	-6	15	1	-6	9	7	-16
The listing continues.
SMILES	KKLEB tox	NR2F2 inh	TROY signal inh	NCOA3 inh	LMP1 NFkB inh	Shn3 3UTR inh	CF NFkB inh	LRH-1 inv ag	SRC1 inh	TWEAK-Fn14 inh	TRAIL sens C8
CCCOc1ccc(-c2nc(C#N)c(NCC3CCCO3)o2)cc1 (stereo not drawn)	7	2	29	-11	7	14	0	24	-6	2	-24
Cc1ccc(CN2C(=O)c3ccccc3C2c2nnnn2-c2c(C)cccc2C)cc1 (stereo not drawn)	/	13	-8	/	/	/	/	1	/	-7	-11
Cc1cccc(N(C)C(=O)CN2C(=O)COc3ccc(S(=O)(=O)N4CCCCCC4)cc32)c1	8	11	-8	23	-4	6	-6	5	14	-8	-8
C=CCN1CCS(=O)(=O)N(Cc2ccccc2)[C@@H](C(C)C)C1=O	-3	-8	-7	4	-2	-10	2	8	-3	5	-14
Cn1cccc1-c1cc(C(=O)N/N=C/C=C/c2ccccc2)[nH]n1	14	10	0	-1	4	-7	-75	0	-29	45	-2
CCc1cc2c(=O)c(-c3nc4ccccc4[nH]3)coc2c(CN2CCCCC2C)c1O (stereo not drawn)	-14	20	17	15	6	12	7	-2	3	17	0
O=C(Nc1cc(C(F)(F)F)ccc1N1CCOCC1)c1ccc(F)cc1	-8	8	-18	13	-5	15	14	-1	1	-9	3
COc1ccccc1NC(=S)NNC(=O)c1ccc(Cl)cc1Cl	5	-12	-73	-85	-12	-66	10	-124	-62	-19	12
COc1ccc(C2=CC(=O)CCC2)cc1	-16	-17	-14	-6	-4	-22	-19	20	-11	-19	2
Cn1c(CNC(=O)c2ccccc2F)nnc1SCC(=O)Nc1nnc(C2CC2)s1	2	12	4	-9	-12	7	2	0	4	24	-8
COc1cccc(CN(C)CC(=O)Nc2cccc(C(F)(F)F)c2)c1OC	-12	20	6	21	9	12	0	12	9	74*	-5
COC(=O)c1ccc(CSc2nnc(-c3ccncc3)o2)cc1	-9	-20	6	8	-3	11	8	20	8	-17	-8
Cc1ccc(-c2csc3ncnc(SCC(N)=O)c23)cc1	6	-4	35	10	4	-1	23	-18	9	2	-8
O=C(NC(=S)Nc1cccc2c(O)cccc12)c1ccccc1[N+](=O)[O-]	2	-9	-11	-6	-4	-10	0	10	5	12	-11
COc1cccc(CN2CCN(C3CCN(c4cccc(C)c4C)CC3)CC2CCO)c1 (stereo not drawn)	-5	1	17	9	14	/	8	12	4	2	16

Retrieved by compound from above (two):
SMILES	KKLEB tox	NR2F2 inh	TROY signal inh	NCOA3 inh	LMP1 NFkB inh	Shn3 3UTR inh	CF NFkB inh	LRH-1 inv ag	SRC1 inh	TWEAK-Fn14 inh	TRAIL sens C8
O=C(Nc1cc(C(F)(F)F)ccc1N1CCOCC1)c1ccc(F)cc1	-8	8	-18	13	-5	15	14	-1	1	-9	3
COc1cccc(CN2CCN(C3CCN(c4cccc(C)c4C)CC3)CC2CCO)c1 (stereo not drawn)	-5	1	17	9	14	/	8	12	4	2	16

Not all compounds are listed. The share of hits here may be higher or lower than overall.
